# MmCpn inh: inhibitors of Methanococcus maripaludis chaperonin (MmCpn); Potency, µM (highest dose often 76.9 µM), for inactives: top-dose activity, negative = inhibition, hits mostly inhibitors; AID 504842; purified Mm-Cpn ATPase, ADP Transcreener TR-FRET; 330,000 compounds, 0.031% hits; also: potency is read from the fitted curve at half-maximal effect; % is scaled to controls: 0 for no effect and ±100 for the full control effect; nearly all actives have a fitted effect of over 80% in size
#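 25 nM Mm-CPN + cpd, 10 min 37°C; + 10 uM ATP, 30 min 37°C; buffer 30 mM Tris pH 7.4, 100 mM KCl, 5 mM MgCl2, 1 mM DTT; Transcreener ADP HTRF detection 30 min RT.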
# Akt phos inh: inhibitors of Akt phosphorylation. Neuro2A IGF-stimulated pAkt S473 HTRF, 20 min; stronger effect = lower value. activity change, % for hits at 50 µM. 360,000 compounds, 0.32% hits. AID 651550; in the data active = activity change below about -80%; inconclusive = mostly about -51% to -80%; also: % is scaled to controls: 0 for no effect and ±100 for the full control effect
#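 Neuro2A cells in DMEM with 0.5% FBS, overnight at 37 deg C, given compound at single 50 µM final, then IGF (6 nM final) for 20 min at 37 deg C. Lysed; phospho-Akt Ser473 by HTRF after 24 h, 665/615 ratio.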
# Nrf2 activator: activators of Nrf2 (ARE) signaling | AREc32 ARE-luciferase reporter (MCF7-derived line), luminescence, 24 h | Potency, µM (top dose mostly 46.1 µM), for inactives: at the highest dose activation, usual class: activators | 410,000 compounds, 0.31% hits | AID 624171; also: potency is read from the fitted curve at half-maximal effect; % of control where 0% means no effect; nearly all actives have a fitted effect of over 65% in size
#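 Each well held 1000 AREc32 cells, which were incubated with compound for 24 hr at 37 deg C after overnight attachment, and ARE reporter activity was quantified by firefly luciferase luminescence.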
# TGFb inhibitor: blocks TGF-b signaling | HepG2 CAGA-GFP TGF-b/SMAD3 reporter, GFP fluorescence, 18 h; TGF-beta stimulated, 500 pg/mL final | Potency, µM (doses to about 46.1 µM), for inactives: top-dose activity, negative = inhibition, actives largely listed as inhibitors | 410,000 compounds, 1.2% hits; also: potency is read from the fitted curve at half-maximal effect; % is scaled to controls: 0 for no effect and ±100 for the full control effect; nearly all actives have a fitted effect of over 65% in size
#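 Smad-responsive CAGA-GFP expression was quantified in HEPG2 cells exposed to compounds and 500 pg/mL final TGF-beta for 18 h at 37 degrees C; unstimulated wells defined full inhibition.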
# Nrf2 inh: Nrf2 pathway inhibition. A549 ARE-Fluc reporter, luciferase luminescence, 18-24 h. Potency, µM (top dose mostly 46 µM), for the others: top-dose activity change, negative = inhibition, usual class: inhibitors. 360,000 compounds, 2.1% hits; also: potency is read from the fitted curve at half-maximal effect; % is scaled to controls: 0 for no effect and ±100 for the full control effect; nearly all actives have a fitted effect of over 60% in size
#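 Two sequential reads on A549 ARE_Fluc cells exposed to compound for 18-24 h: a CellTiter-Fluor fluorescence read for viability, then a luciferase luminescence read for Nrf2/ARE activity.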
# Abeta yeast res: compounds reversing amyloid beta toxicity in yeast | yeast expressing A-beta42, growth rescue, OD600, 48 h; response scale: 0% DMSO, 100% iron-clioquinol control | Potency, µM (titrated, usually from 46.1 µM), inactives show at the top dose growth rescue, most hits filed as activators | 410,000 compounds, 0.063% hits | AID 1347071; also: potency is read from the fitted curve at half-maximal effect; nearly all actives have a fitted effect of over 55% in size
#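 Yeast A-beta toxicity model in growth medium with pinned compounds, 48 h at 30 C; growth read as absorbance at 600 nm. Normalized to FeCl3/clioquinol equimolar mix (positive) and DMSO (negative).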
# HepG2 tox: counter-screen for TGF-b inhibitors: cytotoxicity in HepG2 cells. HepG2 CAGA-GFP viability, ATP luminescence, 18 h. Potency, µM (doses to about 46.1 µM), without a hit: at the highest dose activity change, negative = cytotoxicity, usual class: cytotoxic. 410,000 compounds, 0.76% hits; also: potency is read from the fitted curve at half-maximal effect; some results filed as inactive show a strong effect at the top dose
#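 HepG2 CAGA-GFP cells (1000/well, DMEM with 1% FBS) received compound, then TGF-beta at 500 pg/mL final, and were incubated 18 hours at 37 degrees C. Viability was read by CellTiter-Glo luminescence. Media-only wells were set as complete cell-killing and DMSO as no toxicity.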
# A549 viability: kills or reduces viability of A549 cells in Nrf2 counter-screen | A549 ARE-Fluc cells, CellTiter-Fluor viability, 18-24 h | Potency, µM (top dose mostly 46 µM), for inactives: at the highest dose activity change, negative = cytotoxicity, most hits filed as inhibitors | 390,000 compounds, 0.16% hits; also: potency is read from the fitted curve at half-maximal effect; % is scaled to controls: 0 for no effect and ±100 for the full control effect
#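 Cytotoxicity counterscreen: CellTiter-Fluor fluorescence was measured in A549 ARE_Fluc cells after 18-24 h of compound exposure in a concentration series. The subsequent BugLite luminescent read reports ARE-luciferase activity.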
# CCT modulator: changes cytosolic chaperonin activity. purified chaperonin ATPase assay, HTRF ADP detection, 30 min. activity change, % (no concentration beside the values), hits read low. 360,000 compounds, 0.3% hits; in the data active = activity change below about -30%; also: % is scaled to controls: 0 for no effect and ±100 for the full control effect
#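 Nucleotide hydrolysis assay: TRiC at 20–40 nM final (set by batch activity) with 10 uM ATP, 30 min at 37 °C, in presence of 76 uM compound. Detection by competitive ADP HTRF, 30 min ambient.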
# * = called active by the depositor; i = inactive; ? = inconclusive; / = no result given; [ ] = another dose, or the depositor's remark. Unless noted, calls follow the shape of the dose curve; as a rule, active = well fitted curve in the direction sought with a large enough effect; inconclusive = small, poorly fitted or top-dose-only effect, or another doubt; inactive = no such curve, though single readings can be large; an effect the other way counts as inactive or inconclusive.
# Order of values – MmCpn inh	Akt phos inh	Nrf2 activator	TGFb inhibitor	Nrf2 inh	Abeta yeast res	HepG2 tox	A549 viability	CCT modulator
Cn1nc(C(=O)NC2CCCc3ccccc32)ccc1=O (stereo unspecified)
    0%	i	-0.3%	13%	-7%	-17%	-3%	-1%	0.7
NNC(=O)c1sccc1OCc1cccc(C(F)(F)F)c1
    -1%	i	2.4%	2%	-9%	2%	0%	-2%	-0.4
CNC(=O)c1cc(NC(=O)CCn2nc(-c3ccccc3)c3ccccc3c2=O)ccc1OC
    0%	i	8.9%	9%	?	-6%	0%	4%	1.3
O=C(CN1C(=O)NC2(CCOc3ccccc32)C1=O)c1cccs1 (stereo unspecified)
    3%	i	0.5%	8%	10%	-8%	39%	0%	-2.6
O=[n+]1cc(-c2cccc3ccccc23)n([O-])c2c1CCC2
    0%	i	-0.1%	7%	15%	2%	6%	2%	0.1
CCOc1ccc(C(C(=O)Nc2ccc(F)cc2)N(C(=O)Cn2nnc3ccccc32)C2CC2)cc1 (stereo unspecified)
    1%	i	3.8%	?	?	15%	-11%	-6%	-0.9
Cc1ccc(S(=O)(=O)N2CCCN(Cc3nc4ccccc4c(=O)[nH]3)CC2)cc1
    0%	i	3.5%	8%	5%	-2%	-13%	13%	-0.7
O=C1CCSC2(C(=O)N(Cc3ccc(F)cc3)c3ccccc32)N1c1ccc(Cl)cc1 (stereo unspecified)
    /	/	6.0%	?	-18%	6%	-58%	-1%	/
O=c1n(Cc2ccc(Cl)cc2)c2ccccc2c2nc(-c3ccccc3)nn12
    /	/	9.1%	-28%	3%	-19%	-12%	6%	/
CC(=O)c1nn(-c2cccc(Br)c2)cc1C(=O)c1ccc(C)cc1
    1%	/	0.2%	-18%	-25%	-5%	-19%	-1%	-3.0
COc1ccc(Cn2c(=O)c3oc4ccccc4c3n(CC(=O)Nc3ccc(F)cc3F)c2=O)cc1
    /	/	-1.0%	0%	6%	-20%	4%	-7%	/
CC1(c2cc([N+](=O)[O-])cc([N+](=O)[O-])c2)CC(C)(C)N(C(=O)c2ccccc2)c2ccccc21 (stereo unspecified)
    -2%	i	-0.5%	?	?	41%	3%	-10%	-2.7
O=C(O)c1cc2ccccc2c(N=Nc2cccnc2)c1O
    -1%	i	22%	2%	18µM*	-8%	17%	?	-8.5
Cc1cccc(CNC(=O)c2ccc3c(c2)N(C)C(=O)C2CCCCN32)c1 (stereo unspecified)
    /	/	5.3%	32%	/	-10%	-26%	9%	/
Cn1c(=O)c2[nH]c(C(O)c3ccc(Cl)cc3)nc2n(C)c1=O (stereo unspecified)
    /	i	-0.7%	-18%	-1%	-3%	-11%	-19%	-1.0
Cc1cc(C)c2nc(SCC(=O)Nc3ccccc3N3CCOCC3)c(C#N)cc2c1
    /	?	-0.4%	1%	-8%	4%	-14%	-6%	-3.6
CCCCNC(=O)c1ccc(SCC(=O)N(CC)CC)c([N+](=O)[O-])c1
    0%	i	-0.1%	0%	-2%	17%	-33%	2%	-1.3
O=C(COc1ncnc2sccc12)Nc1ccc(F)cc1F
    -9%	i	1.0%	0%	?	6%	-1%	?	-0.5
O=C(O)c1cc(S(=O)(=O)N2CCOCC2)c(Sc2ccccn2)cc1Sc1ccccn1
    0%	i	-0.1%	13%	-11%	4%	15%	-5%	-0.1
CC1CCN(c2nc3c(c(=O)[nH]c(=O)n3C)n2Cc2ccccc2)CC1
    2%	i	-1.5%	-2%	-6%	-22%	8%	2%	-2.2
O=c1c2ccc([N+](=O)[O-])cc2ncn1CCOc1ccccc1
    0%	i	3.3%	0%	2%	0%	-19%	-1%	0.7
Cc1ccc2cc(C#N)c(N3CCCN(S(=O)(=O)c4ccccc4)CC3)nc2c1
    -20%	i	2.5%	8%	-36%	-3%	0%	-1%	-2.3
Cc1nn(C)c(C)c1CN(Cc1nc(CCC(C)C)no1)C(C)C
    -3%	i	0.2%	?	1.3µM*	0%	-21%	-9%	-1.0
N#C/C(=C\c1ccc(O)cc1)C(=O)N1CCCC1
    -4%	i	-0.1%	13%	-5%	-11%	23%	2%	-1.2
COc1ccccc1C1CC(c2ccccc2)=NN1C(=S)Nc1ccccc1 (stereo unspecified)
    ?	i	3.2%	1%	-1%	?	7%	0%	-1.4
Cn1nc(C(=O)N2CCCc3ccccc32)c2ccccc2c1=O
    -4%	i	0.7%	-2%	?	-7%	5%	-3%	1.1
CCn1cc([N+](=O)[O-])c(C(=O)N2N=C(c3ccc(OC)cc3OC)CC2c2ccccc2O)n1 (stereo unspecified)
    1%	i	8.0%	?	-3%	-1%	-25%	-1%	-3.3
S=c1[nH]nc(-c2cc(-c3ccccc3)n[nH]2)n1/N=C/C=C/c1ccccc1
    -1%	i	6.5%	0%	-7%	-15%	-29%	0%	0.6
CCCCCCCCS(=O)CCC(=O)O (stereo unspecified)
    -15%	i	-0.7%	6%	-1%	-3%	3%	2%	1.2
O=C1Nc2cc(Cl)c(Cl)cc2N(O)N1c1ccccc1
    -4%	i	0.2%	-1%	1%	-2%	4%	0%	-1.8

# Full records, looked up by structure. Order of values: MmCpn inh, Akt phos inh, Nrf2 activator, TGFb inhibitor, Nrf2 inh, Abeta yeast res, HepG2 tox, A549 viability, CCT modulator
# O=C1CCSC2(C(=O)N(Cc3ccc(F)cc3)c3ccccc32)N1c1ccc(Cl)cc1 (stereo unspecified) is listed as /, /, 6.0%, ?, -18%, 6%, -58%, -1%, /
# S=c1[nH]nc(-c2cc(-c3ccccc3)n[nH]2)n1/N=C/C=C/c1ccccc1 is listed as -1%, i, 6.5%, 0%, -7%, -15%, -29%, 0%, 0.6
# CCCCNC(=O)c1ccc(SCC(=O)N(CC)CC)c([N+](=O)[O-])c1 is listed as 0%, i, -0.1%, 0%, -2%, 17%, -33%, 2%, -1.3

# More entries follow.
# Order of values – MmCpn inh	Akt phos inh	Nrf2 activator	TGFb inhibitor	Nrf2 inh	Abeta yeast res	HepG2 tox	A549 viability	CCT modulator
COc1ccc(S(=O)(=O)NCC(c2ccco2)S(=O)(=O)c2cccs2)cc1OC (stereo unspecified)
    /	/	10%	-4%	/	-7%	-1%	-1%	/
CCCCNC(=O)C1CCN(S(=O)(=O)CCC)CC1
    /	/	-0.5%	11%	/	-11%	1%	11%	/
Cc1cccc(C)c1NC(=O)C(=O)NCC(c1ccc2c(c1)OCO2)N1CCN(C)CC1 (stereo unspecified)
    /	/	-0.3%	-13%	/	-2%	-1%	9%	/
O=C(c1ccncc1)N1CCN(c2ccc3ccccc3n2)CC1
    -3%	i	0.5%	2%	?	-4%	-21%	3%	-1.0
CCOC(=O)c1c(C)nc2sc(C(N)=O)c(N)c2c1-c1ccc(OC)cc1
    -17%	i	0.0%	-8%	?	0%	-23%	-2%	-3.0
COc1cc(/C=C/CNC[C@H]2O[C@@H](n3ccc(=O)[nH]c3=O)[C@H](O)[C@@H]2O)ccc1O
    /	i	-0.5%	-10%	4%	-3%	-3%	-1%	-1.6
C#CCn1c(=NC(=O)c2ccc3c(c2)OCCO3)sc2cc(OC)c(OC)cc21
    /	/	-0.8%	42%[activator]	/	1%	6%	0%	/
COc1cccc(CN2C(=O)CN(C3CCCCC3)C(=O)C2c2ccc(F)cc2)c1 (stereo unspecified)
    2%	i	0.3%	19%	/	-21%	-16%	13%	1.1
Cc1cc(OC(C)C(=O)NCCN2CCOCC2)c2c(C)cc(=O)oc2c1 (stereo unspecified)
    -3%	i	-0.3%	-5%	0%	-2%	-1%	-4%	-2.6
NS(=O)(=O)c1ccc(CCNC(=O)NC2CCCCC2)cc1
    -2%	i	-0.6%	1%	3%	-6%	-2%	-1%	-2.3
COc1ccc(Cn2c(=O)c3cccnc3n(Cc3cccc(OC)c3)c2=O)cc1
    /	/	2.7%	-3%	-29%	-21%	-13%	?	/
Cc1cccc(N2CC(C(=O)Nc3cccc(S(=O)(=O)N4CCCCC4)c3)CC2=O)c1C (stereo unspecified)
    0%	i	-0.1%	?	?	19%	-5%	-11%	0.2
Cc1cnc(CN(C)C(=O)c2cc(COc3c(F)cccc3F)on2)[nH]1
    -2%	i	1.3%	1%	-14%	0%	-28%	1%	-7.5
Cc1ccc(C(=O)Nc2ccccc2NC(=O)c2ccc(C)o2)o1
    0%	i	0.5%	13%	0%	4%	13%	0%	-2.8
CCOc1ccc(CNC(=O)c2ccc(CS(=O)Cc3ccc(Cl)cc3)o2)cc1 (stereo unspecified)
    /	/	0.3%	-39%	-23%	-8%	-5%	11%	/
COc1ccc(C2C=C(c3ccccc3)Nc3nc(NC(=O)c4ccc(C)cc4)nn32)cc1 (stereo unspecified)
    /	/	3.5%	30%	1%	14%	-32%	13%	/
Nc1nonc1C(=O)N/N=C/c1cc(Br)ccc1O
    -1%	i	2.1%	-3%	?	10µM*	9%	-7%	-1.8
OCc1cccc(-c2csc(C(O)c3ccco3)n2)c1 (stereo unspecified)
    /	i	10%	1%	/	-2%	-18%	/	0.7
Cc1nc2ccccc2n1CCC(=O)O
    -3%	/	-0.7%	-17%	-9%	9%	-2%	-10%	-0.4
CC(=O)O/N=C(\N)Cc1ccc(-c2csnn2)cc1
    -1%	i	5.7%	-14%	?	2%	-9%	?	0.7
CCOc1ccc(CCN2C(=O)C(=O)N([C@@H](Cc3ccccc3)CN3CCC[C@@H]3CN3C(=O)C(=O)NC[C@@H]3Cc3ccc(O)cc3)C[C@@H]2Cc2ccccc2)cc1
    /	i	-0.6%	-3%	/	-8%	-2%	/	0.0
